E-sel inducer: E-selectin induction in HUVECs, primary screen, imaging, HUVEC, immunofluorescence imaging, single point. normalized: neutral wells 0, TNF-alpha wells 100. activation, % at 7.58 µM. P16581. 260,000 compounds, 0.37% hits;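 active means mean E-selectin-positive cell signal at least 10% of the positive control, reached in at least 60% of replicates, without over 20% cell loss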;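 further: in these data hits start at about 27%; measured in HUVEC primary endothelial cells; signal is the percent of cells scored E-selectin positive by PE staining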
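Read-out: % PE-positive cells | Test system: HUVEC | Doses: One compound dose added by pin transfer | Buffer or medium: EGM-2 over gelatin coat | Signal: Immunofluorescence imaging | Benchmarks: TNF-alpha, DMSO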
RAD54 branch: inhibitors of human RAD54 branch migration, primary screen, biochemical, fluorescence, single point; DNA repair and recombination protein RAD54-like (Homo sapiens), Q92698; RAD54 Holliday junction branch migration, FAM/BHQ fluorescence; inhibition, % at 10.4 µM; 360,000 compounds, 0.14% hits; AID 602329, 2012;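 active means mean normalized replicate activity at least 40 and at least half of replicates scoring 40 or more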;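 further: 0% = median of neutral control wells and 100% = median of positive control wells; inhibitors cause a drop in the FAM fluorescence signal; in these data hits start at about 50%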
ERAP1 inh: human ERAP1 aminopeptidase inhibitors, primary screen, biochemical, single point, plate reader; inhibition, % at 10.7 µM; 340,000 compounds, 0.15% hits; recombinant ERAP1, Leu-AMC fluorescence, 60 min;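 active means mean replicate inhibition of at least 30%, or all replicates individually reaching that 30% level; inactive means mean below 30% and not every replicate reaching it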;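 further: 0% = neutral control wells and 100% = L-leucinethiol positive control wells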
esBAF inh: Bmi1 luciferase reporter increase in mESCs, primary screen, esBAF inhibitor project, mouse ES cells, Bmi1 luciferase knock-in, single point; 24 h; 100% = twice the neutral-well signal; reporter increase, % at 12.5 µM; 350,000 compounds, 2% hits; AID 602393, 2012; in the data active means activation above about 40%;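 further: 0% = median of the plate's neutral control wells and 100% = double that signal; a rise in the Bmi1 reporter signal indicates esBAF inhibition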
S100A4 inh HTS: inhibitors of S100A4-myosin IIA peptide binding, primary screen, biochemical, fluorescence polarization, TAMRA-MyoIIA peptide | Protein S100-A4 (Homo sapiens), P26447 | inhibition, % at 10.7 µM | 360,000 compounds, 0.14% hits | AID 652163, 2013;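 active means mean inhibition of at least 70% across replicates, with every replicate also reaching that level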
Target sequence (P26447 whole entry, looked up): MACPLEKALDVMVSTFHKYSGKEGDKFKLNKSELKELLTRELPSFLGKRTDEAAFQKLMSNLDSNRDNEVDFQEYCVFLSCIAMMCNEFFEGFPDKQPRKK
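Assay system: human S100A4 monomer with TAMRA-labelled myosin IIA peptide / Buffer or medium: Calcium-containing HEPES buffer, pH 7.2 / Reagent: TAMRA-labelled myosin IIA heavy-chain peptide probe, 5 nM / Compound: one dose per compound / Timing: polarization read 5 min after assay mix addition, stable 5–60 min / Benchmarks: neutral control DMSO, positive control TFP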
Xi reactivation: activators of inactive X chromosome reactivation, primary screen, imaging, XiGFP fibroblasts, GFP high-content imaging, set 2; XiGFP mouse fibroblasts, % GFP-positive cells imaging, 3 d; cells co-treated with 5-aza-dC sensitizer; scaled so ellipticine positive control = 100%; activation, % at 7.58 µM; 360,000 compounds, 0.055% hits; AID 743238, 2013;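 active means mean normalized replicate activation at least 10% and every replicate at or above 10%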;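 further: 0% = median of on-plate neutral control wells and 100% = ellipticine 6 µM median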
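System: 68-5-11 XiGFP fibroblast line; Timing: 3 days compound exposure; Compound dosing: one concentration, pinned; Benchmarks: positive control ellipticine, 6 µM final; Buffer or medium: DMEM containing 5-aza-dC.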
RAD52 anneal inh: RAD52 DNA annealing inhibitors, primary screen, biochemical, FRET, single point, set 2; recombinant RAD52 DNA annealing, FRET fluorescence; inhibition, % at 18.7 µM; AID 651710, 2012; 360,000 compounds, 0.46% hits;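 active means every replicate showing at least 50% inhibition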
Target sequence (P43351 whole entry, looked up): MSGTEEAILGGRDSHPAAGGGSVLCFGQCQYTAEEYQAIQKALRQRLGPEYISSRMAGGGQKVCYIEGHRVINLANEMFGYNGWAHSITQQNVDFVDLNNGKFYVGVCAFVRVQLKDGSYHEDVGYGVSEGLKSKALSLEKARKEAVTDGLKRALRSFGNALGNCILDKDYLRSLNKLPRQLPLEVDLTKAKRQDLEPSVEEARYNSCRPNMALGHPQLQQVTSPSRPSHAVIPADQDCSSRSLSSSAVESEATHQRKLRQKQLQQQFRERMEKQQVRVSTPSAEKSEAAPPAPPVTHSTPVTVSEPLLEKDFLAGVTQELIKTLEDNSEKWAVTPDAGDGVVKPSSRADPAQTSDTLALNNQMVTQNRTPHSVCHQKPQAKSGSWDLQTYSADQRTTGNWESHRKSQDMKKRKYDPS
ERp5 block: inhibitors of ERp5-driven insulin aggregation, primary screen, biochemical, turbidity, absorbance 650 nm, single point | Protein disulfide-isomerase A6 (Homo sapiens), Q15084 | 90 min | inhibition, % at 9.99 µM | 350,000 compounds, 0.05% hits;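 active means mean replicate inhibition above about 25%, with every replicate also reaching it, limit read from the data, passing the limit was not always enough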
Target sequence (Q15084 whole entry, looked up): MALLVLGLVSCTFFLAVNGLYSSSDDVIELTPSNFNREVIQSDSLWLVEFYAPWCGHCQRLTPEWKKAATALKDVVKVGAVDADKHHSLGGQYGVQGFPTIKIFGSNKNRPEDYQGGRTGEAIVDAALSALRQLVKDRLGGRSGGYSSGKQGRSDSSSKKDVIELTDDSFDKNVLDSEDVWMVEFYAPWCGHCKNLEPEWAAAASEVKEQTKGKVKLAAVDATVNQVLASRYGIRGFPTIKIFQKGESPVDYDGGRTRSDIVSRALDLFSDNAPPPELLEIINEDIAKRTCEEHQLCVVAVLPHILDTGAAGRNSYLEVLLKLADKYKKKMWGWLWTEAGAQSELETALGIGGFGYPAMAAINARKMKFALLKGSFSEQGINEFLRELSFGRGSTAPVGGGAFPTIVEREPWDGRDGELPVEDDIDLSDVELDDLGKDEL
The depositor's hits bear a star; nt = no result given; & = joins results of further samples. This is a random part of the collection; overall some 2.5% were active at least once.

#	SMILES	E-sel inducer	RAD54 branch	ERAP1 inh	esBAF inh
1	COc1cc(C2C(C(C)=O)=C(O)C(=O)N2Cc2ccccc2)ccc1O (stereo unspecified)	-0.2	3	0	8
2	COc1cccc(S(=O)(=O)N(C)C[C@H]2Oc3ncc(C#CC(C)C)cc3C(=O)N([C@@H](C)CO)C[C@@H]2C)c1	0.3	-1	-1	2
3	Cc1cc(C)c(OCC(=O)OCC(=O)NC2CCC(C)CC2)c(C)c1 (stereo unspecified)	-0.4	3	2	7
4	Cc1ccc(-c2nc(CS(=O)CC(=O)N3CCN(c4ccccc4)CC3)c(C)o2)cc1 (stereo unspecified)	nt	-8	-1	-4
5	CC(C(=O)N1CCc2ccccc21)n1cnc2c1c(=O)n(C)c(=O)n2C (stereo unspecified)	-0.3	-1	-2	-15
6	CCN(CCn1cccn1)Cc1ccccc1OCC(O)CN1CCc2ccccc2C1 (stereo unspecified)	nt	nt	-6	nt
7	CNc1ncnc2c1cnn2C1CCCCO1 (stereo unspecified)	-0.8	-12	1	0
8	CS(=O)(=O)N1Cc2cc(C(=O)NCC3CCCCC3)nc(-c3cccc(-c4cccnc4)c3)c2[C@H]1CCO	0.3	nt	0	nt

#	S100A4 inh HTS	Xi reactivation	RAD52 anneal inh	ERp5 block
1	-27	0.0	-16	1
2	3	-1.0	28	5
3	-1	0.1	-3	-5
4	5	0.0	-14	5
5	-1	-0.1	-18	-3
6	2	0.2	-12	-9
7	-3	0.3	-7	9
8	6	0.0	-13	5

Some of the entries so far, with one line to a screen:
4: Cc1ccc(-c2nc(CS(=O)CC(=O)N3CCN(c4ccccc4)CC3)c(C)o2)cc1 (stereo unspecified)
5: CC(C(=O)N1CCc2ccccc21)n1cnc2c1c(=O)n(C)c(=O)n2C (stereo unspecified)
6: CCN(CCn1cccn1)Cc1ccccc1OCC(O)CN1CCc2ccccc2C1 (stereo unspecified)
7: CNc1ncnc2c1cnn2C1CCCCO1 (stereo unspecified)

| Screen / compound no. | 4 | 5 | 6 | 7 |
| --- | --- | --- | --- | --- |
| E-sel inducer | nt | -0.3 | nt | -0.8 |
| RAD54 branch | -8 | -1 | nt | -12 |
| ERAP1 inh | -1 | -2 | -6 | 1 |
| esBAF inh | -4 | -15 | nt | 0 |
| S100A4 inh HTS | 5 | -1 | 2 | -3 |
| Xi reactivation | 0.0 | -0.1 | 0.2 | 0.3 |
| RAD52 anneal inh | -14 | -18 | -12 | -7 |
| ERp5 block | 5 | -3 | -9 | 9 |

(continued)
#	SMILES	E-sel inducer	RAD54 branch	ERAP1 inh	esBAF inh
9	CS(=O)(=O)N1CC(=O)N2[C@H](CO)[C@H](c3ccc(Br)cc3)[C@@H]2C1	0.2	nt	2	nt
10	O=C(C[C@H]1CC[C@@H](NS(=O)(=O)c2ccccc2)[C@H](CO)O1)N1CCC(Cc2ccccc2)CC1	-0.3	nt	3	nt
11	COc1ccc(S(=O)(=O)N2CCOC2CNC(=O)C(=O)NCc2ccco2)cc1C (stereo unspecified)	1.0	0	1	1
12	C=CCN1C(=O)NC(c2ccc(OC)cc2)(C(F)(F)F)S/C1=C(\C#N)c1nnc(N2CCOCC2)n1-c1ccccc1 (stereo unspecified)	nt	nt	2	nt
13	CC(=O)Nc1ccc(-c2cc(C(=O)O)c3ccc(C)cc3n2)cc1	nt	nt	2	14
14	O=C(C[C@@H]1C=C[C@H](NC(=O)Nc2ccc(C(F)(F)F)cc2)[C@@H](CO)O1)NCCN1CCCC1	-0.2	-5	0	5
15	CO[C@@H](CN(C)S(=O)(=O)c1ccc(C)cc1)[C@@H](C)CN(C(=O)Nc1ccccc1F)[C@H](C)CO	0.4	-1	0	7
16	COC(OC)c1ccc(C#N)c(SCc2ccc(C)cc2)n1	nt	nt	-6	nt

#	S100A4 inh HTS	Xi reactivation	RAD52 anneal inh	ERp5 block
9	-1	0.0	-5	4
10	-11	0.1	9	-6
11	-10	0.1	-36	2
12	-1	0.0	-22	0
13	-5	-0.1	-13	nt
14	-1	-0.6	5	0
15	-5	0.1	-6	4
16	6	0.1	-6	-2

Next section.
#	SMILES	E-sel inducer	RAD54 branch	ERAP1 inh	esBAF inh
17	COc1ccc(OCC(=O)Nn2c(-c3ccc(OC)cc3)nc3ccccc3c2=O)cc1	-1.4	nt	-1	nt
18	CCOC(=O)c1c(C)[nH]c(C(=O)COC(=O)CCS(=O)(=O)c2ccc(C)cc2)c1C	0.4	nt	0	nt
19	CC(C)(C)OC(=O)N1CCC[C@H]1C(=O)N1CCC[C@H]1C(=O)NCc1ccncc1	0.0	nt	-2	nt
20	CCN(CC)c1ccc(NC(=O)Nc2ccccc2)cc1	nt	15	-3	16
21	O=C(Cn1c(=O)c2sccc2n(Cc2cccc([N+](=O)[O-])c2)c1=O)NCCc1ccccc1	nt	nt	1	nt
22	C[C@@H]1CCCCO[C@H](CN(C)C(=O)CCCN(C)C)[C@@H](C)CN([C@@H](C)CO)C(=O)c2cc(N(C)C)ccc2O1	0.1	19	-2	2
23	COCC#Cc1cnc2c(c1)C(=O)N([C@H](C)CO)C[C@H](C)[C@H](CN(C)Cc1ccc(F)cc1)O2	0.7	-1	6	-2
24	COc1ccc(C(C2C(=O)CC(C)(C)CC2=O)C2C(=O)CC(C)(C)CC2=O)cc1	-0.3	nt	1	nt

#	S100A4 inh HTS	Xi reactivation	RAD52 anneal inh	ERp5 block
17	-1	0.9	-1	3
18	5	0.1	-6	2
19	-4	0.7	0	-7
20	-15	0.0	-5	5
21	0	0.2	-3	-3
22	-51	0.1	2	1
23	-2	-0.9	-4	1
24	-1	0.0	-8	-11

(continued)
#	SMILES	E-sel inducer	RAD54 branch	ERAP1 inh	esBAF inh
25	Cc1cc(C)c(C#N)c(SC2CCCCC2=O)n1 (stereo unspecified)	nt	-13	10	-1
26	COc1ccc(C#Cc2ccc([C@@H]3[C@@H](CO)N4CCCCN(C(=O)c5ccncc5)C[C@@H]34)cc2)cc1	0.3	-15	-1	-1
27	CCc1nnc(NC(=O)c2cc(-c3ccccn3)nc3ccccc23)s1	2.7	5	-2	0
28	COc1cc(OC)cc(-c2c(Sc3ccccc3)c3cc(-c4cnc(OC)nc4)ccc3n2C)c1	-0.2	nt	nt	nt
29	COc1ccc(S(=O)(=O)N[C@@H]2C=C[C@@H](CC(=O)N3CCc4ccccc4C3)O[C@@H]2CO)cc1	0.3&9.4	-3	4	-3
30	O=C(CN1C(=O)NC2(CCOc3ccccc32)C1=O)NCc1ccccc1 (stereo unspecified)	nt	1	-2	-2
31	CC1=Nc2ccccc2/C1=C/c1nc(-c2ccc(C)s2)oc1O	nt	nt	1	nt
32	CCCCc1nc2cc(Cl)ccc2o1	nt	3	-4	0

#	S100A4 inh HTS	Xi reactivation	RAD52 anneal inh	ERp5 block
25	1	nt	-14	2
26	-3	0.0	-25	-1
27	-3	0.3	-13	-2
28	2	0.0	-7	0
29	-3&3	0.1&0.0	-4&-13	2&-3
30	1	0.1	-3	1
31	30	-0.2	-122	5
32	13	0.2	9	-6

More records follow:
#	SMILES	E-sel inducer	RAD54 branch	ERAP1 inh	esBAF inh
33	C[C@H](CO)N1C[C@H](C)[C@@H](CN(C)C(=O)[C@@H](Cc2ccccc2)N(C)C)OCc2ccccc2-c2ccccc2C1=O	0.6	-2	-2	1
34	CC(=O)N1CCN(C(=O)CNC(=O)c2ccc(Br)o2)CC1	0.5	-10	2	5
35	CCc1sc(N2[C@@H](C#N)[C@@H](c3ccccc3-c3cccc(F)c3)[C@@H]2CO)nc1C	-0.2	nt	1	nt
36	CC1CCCN(C(=O)COC(=O)Cn2cnc3ccccc32)C1 (stereo unspecified)	nt	-10	2	-7
37	Cc1ccc(S(=O)(=O)Nc2cccc3c2O[C@@H](CN(C)Cc2ccc(C(=O)Nc4ccccc4N)cc2)[C@@H](C)CN([C@@H](C)CO)C3=O)cc1	1.3	nt	2	nt
38	Cc1cc(C)c2cc(CN(CCCN(C)C)C(=S)NCc3ccccc3)c(=O)[nH]c2c1	6.4	nt	-4	nt
39	Cc1ccc(C(=O)NCc2ccc3c(c2)OCO3)c(C)c1	nt	9	-1	10
40	O=C(COC(=O)c1cc([N+](=O)[O-])ccc1N1CCOCC1)c1ccc(F)cc1	nt	12	-1	-1

#	S100A4 inh HTS	Xi reactivation	RAD52 anneal inh	ERp5 block
33	-3	0.4	-17	-3
34	3	-0.1	-5	-9
35	-2	0.0	-11	-1
36	-5	0.1	-51	3
37	-8	-0.2	20	3
38	0	0.1	24	8
39	-2	0.0	0	1
40	-2	0.0	-2	5

The list continues:
#	SMILES	E-sel inducer	RAD54 branch	ERAP1 inh	esBAF inh
41	COc1ccc(C(=O)NC(Cc2ccc(OC(=O)c3ccc(OC)cc3)cc2)C(=O)O)cc1 (stereo unspecified)	nt	nt	-4	-12
42	CO[C@H]1CN(C)C(=O)c2cc(NS(=O)(=O)c3cccc(F)c3)ccc2OC[C@@H](C)N(Cc2cc(F)ccc2F)C[C@@H]1C	-0.3	-3	-1	1
43	CCCCN(C(=O)c1ccc(S(=O)(=O)N2CCCCC2)cc1)C1CCS(=O)(=O)C1 (stereo unspecified)	0.4	-3	-1	nt
44	CCN(CC)C(=O)COc1ccc2c(-c3ccc(OC)cc3)cc(=O)oc2c1	nt	-11	1	4
45	Cc1cc(Cl)ccc1NC(=S)Nc1ccccn1	nt	nt	7	nt
46	Cc1ccc(C(=O)N2CCCC(C(=O)Nc3cccc(-c4ccc(F)cc4)c3)C2)cn1 (stereo unspecified)	nt	-7	-1	4
47	CCOC(=O)N1CCN(c2c(NCCc3ccc(OCC)c(OCC)c3)c(=O)c2=O)CC1	nt	6	4	1
48	COC(=O)C1=C(N)OC2=C(C(=O)CCC2)C1c1cccnc1 (stereo unspecified)	0.2	-4	nt	-5

#	S100A4 inh HTS	Xi reactivation	RAD52 anneal inh	ERp5 block
41	0	0.0	-27	5
42	0	0.3	-8	0
43	1	0.1	11	-6
44	-3	0.0	-14	4
45	4	0.3	-12	-3
46	-2	0.2	-5	-2
47	-2	nt	-9	7
48	-2	nt	-8	0

More compounds
#	SMILES	E-sel inducer	RAD54 branch	ERAP1 inh	esBAF inh
49	O=C1NC(=Nc2ccc(F)cc2)CS1	-3.6	nt	0	nt
50	O=C1CN(S(=O)(=O)Cc2ccccc2)C[C@@H]2[C@@H](c3ccc(C#Cc4ccccc4)cc3)[C@@H](CO)N12	-0.2	nt	0	nt
51	O=C(CCl)Nc1cccc(Oc2cnccn2)c1	-0.1	-10	-2	-7
52	COc1ccccc1N(CC(=O)Nc1c(C)n(C)n(-c2ccccc2)c1=O)S(=O)(=O)c1ccc(C)cc1	nt	0	3	nt
53	CCOC(=O)c1c(C)[nH]c(C)c1S(=O)(=O)N(C)CC(=O)Nc1cccc(C)c1	nt	-10	2	-3
54	Cc1cc(C(=O)NNS(=O)(=O)c2ccc(C(C)(C)C)cc2)nn1C(C)(C)C	5.3	nt	3	nt

#	S100A4 inh HTS	Xi reactivation	RAD52 anneal inh	ERp5 block
49	-10	-0.1	-8	3
50	12	0.0	-8	-1
51	-1	0.0	-5	0
52	2	0.0	-3	0
53	3	0.0	-6	7
54	2	0.0	-9	5

Bioassay records deposited in PubChem BioAssay by Broad Institute.
